High-throughput results deposited in PubChem BioAssay by National Center for Advancing Translational Sciences (NCATS).
D2 antagonist: antagonists of human D2 dopamine receptor. P14416. HEK293 TREx D2 cells, calcium flux, dopamine EC80. inhibition, % at 10 µM. actives 2% (n = 340,000). AID 485344; in the data active = inhibition above about 30%; note: 0% is about no effect
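Compounds are added to dye-loaded, induced HEK293 T-REx cells coupled to calcium release via D2; after a 3 min kinetic read an EC80 dopamine stimulus is given and fluorescence is recorded for 3 more min.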
TRHR ag: agonists of human TRH receptor; P34981; TRHR cells, calcium flux fluo-8, FDSS agonist mode; activation, % at 2 µM; actives 0.18% (n = 360,000); AID 493084; note: 0% is about no effect
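Read-out: compound-evoked intracellular calcium rise in TRHR cells, fluo-8 dye, kinetic FDSS fluorescence at 1 s/cycle following a 10-cycle baseline. Cells cultured overnight before dye loading (30 min–1.5 h, RT).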
RXFP1 antag: antagonists of human relaxin receptor RXFP1; actives 0.59% (n = 350,000); Q9HBX9; HEK293-RXFP1, relaxin-stimulated cAMP HTRF, 30 min; active compounds read low; AID 1259400; activity change, negative = inhibition, % at 57.5 µM;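 active = activity change of -60% or lower, but not beyond a set lower limit; inconclusive = change between -60% and -40%, or beyond the set limit; inactive = change above -40%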; note: % is set by controls: 0 for no effect and ±100 for the full control effect
Target sequence (Q9HBX9 whole entry, looked up): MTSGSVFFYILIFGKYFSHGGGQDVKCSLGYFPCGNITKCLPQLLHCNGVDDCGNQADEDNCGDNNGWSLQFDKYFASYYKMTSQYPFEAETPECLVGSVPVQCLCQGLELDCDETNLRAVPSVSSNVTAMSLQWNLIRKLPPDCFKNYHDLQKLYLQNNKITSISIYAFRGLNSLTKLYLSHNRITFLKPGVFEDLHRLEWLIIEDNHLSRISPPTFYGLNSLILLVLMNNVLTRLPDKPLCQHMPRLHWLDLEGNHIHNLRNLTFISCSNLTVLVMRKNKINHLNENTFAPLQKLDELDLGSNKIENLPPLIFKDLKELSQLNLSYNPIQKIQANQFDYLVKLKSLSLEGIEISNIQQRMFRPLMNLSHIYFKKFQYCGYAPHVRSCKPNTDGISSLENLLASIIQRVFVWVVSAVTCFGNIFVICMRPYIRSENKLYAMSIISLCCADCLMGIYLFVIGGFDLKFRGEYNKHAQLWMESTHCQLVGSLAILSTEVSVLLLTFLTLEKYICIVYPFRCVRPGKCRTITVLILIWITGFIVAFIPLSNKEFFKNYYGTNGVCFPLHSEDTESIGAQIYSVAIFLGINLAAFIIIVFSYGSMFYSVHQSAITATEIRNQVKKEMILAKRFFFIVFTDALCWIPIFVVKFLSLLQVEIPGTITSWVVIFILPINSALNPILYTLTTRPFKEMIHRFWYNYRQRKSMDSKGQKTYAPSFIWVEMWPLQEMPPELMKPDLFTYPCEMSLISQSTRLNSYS
D1 potentiator: enhances dopamine response at the human D1 receptor. P21728. HEK293 TREx D1 cells, calcium flux, dopamine EC20 potentiation. potentiation, % at 10 µM. actives 0.036% (n = 360,000). AID 504651; in the data active = potentiation above about 30%; note: 0% is about no effect
D2 PAM: positively modulates the human D2 dopamine receptor allosterically. HEK293 T-REx D2, calcium flux, EC20 dopamine potentiation. potentiation, % at 10 µM. actives 0.34% (n = 340,000). P14416. AID 485347;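 active = potentiation over 3 SD above the plate norm, cut at about 30% in these data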; note: 0% is about no effect
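Potentiation of an EC20 dopamine calcium response measured kinetically over 180 s, after a preceding 180 s compound-only read flagging agonists. Cells: inducible Hek293 Trex D2 line, 4000/well, cultured overnight at 30 C before dye loading.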
D1 ag: activates the human D1 dopamine receptor; AID 504660; actives 1% (n = 360,000); activation, % at 2 µM; HEK293 T-REx D1 cells, calcium flux, agonist mode; note: 0% is about no effect
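Tetracycline-induced HEK293 TREx D1 cells, force-coupled to calcium signalling, were dye-loaded with a no-wash calcium kit. Compound was pin-added after a 10 s baseline. Fluorescence was read kinetically at 1 cycle/s for 180 s, with calcium rises flagged as agonism.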
D1 antag: human D1 dopamine receptor antagonism | HEK293 TREx D1 cells, calcium flux, dopamine EC80; active compounds read low | AID 504652 | actives 3.2% (n = 360,000) | activity change, negative = inhibition, % at 10 µM | P21728; in the data active = activity change below about -30%; note: % is set by controls: 0 for no effect and ±100 for the full control effect
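Kinetic fluorescence of a calcium dye serves as the read-out. D1-expressing Hek293 Trex cells, induced overnight at 30 C, are exposed to compound for 180 s before an EC80 dopamine addition, then read 180 s further.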
TRHR enhancer: allosterically enhances the human TRH receptor | P34981 | TRHR cells, fluo-8 calcium fluorescence, EC20 TRH enhancement | enhancement, % at 2 µM | actives 0.66% (n = 360,000) | AID 493056; in the data active = enhancement above about 30%; note: 0% is about no effect
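Enhancer read-out: after compound pinning and an initial kinetic agonist-mode read, an EC20 of TRH (10 nM final) was injected and fluo-8 calcium signal (Ex 480/Em 530) followed at 1 s/cycle for 100 cycles in TRHR-expressing cells.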
D2 agonist: activates the human D2 dopamine receptor | actives 0.53% (n = 340,000) | activation, % at 2 µM | HEK293 T-REx D2 cells, calcium flux agonist mode | AID 485358;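 active = activation over 3 SD above normal in the single-dose calcium agonist read, cut at about 30% in these data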; note: 0% is about no effect
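Agonism scored from kinetic calcium signal (1 read/sec, 180 s) following compound pin transfer, after a 10 s baseline. Cells: HEK293 Trex line expressing inducible D2 receptor coupled to calcium, dye-loaded after overnight culture at 30 C.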
Active calls of the source: *; ? = inconclusive; . = not tested or not shown. Cut-off read from the data, not from the text of the source, unless noted: active = activation above about 30%; inactive = the rest. An excerpt, so the mix of outcomes need not match the whole.

1) O=C(C1CCC(=O)N1Cc1ccc(F)cc1)N1CCC2(CC1)OCCO2 (stereo unspecified)
2) CN(C)C(Cc1ccccc1)C(=O)c1ccccc1 (stereo unspecified)
3) O=c1[nH]c(=S)[nH]c(O)c1N=Nc1cccc(S(=O)(=O)N2CCOCC2)c1
4) OC(Cc1ccccc1)(c1ccccc1)C1CN2CCC1CC2 (stereo unspecified)
5) NCCCCCC(=O)OC1N=C(c2ccccc2Cl)c2cc(Br)ccc2NC1=O (stereo unspecified)
6) CCCCn1c(O)c(C(C)=NCCN2CCCCC2)c(=O)[nH]c1=O
7) O=C1CC(N2CCC(n3c(=O)[nH]c4ccccc43)CC2)C(=O)N1Cc1ccccc1 (stereo unspecified)
8) CC(=O)OC1(c2ccccc2)CC(C(C)(C)C)CN(C(C)(C)C)C1 (stereo unspecified)
entry no. | 1 | 2 | 3 | 4 | 5 | 6 | 7 | 8
D2 antagonist | 6 | . | 2 | 16 | 3 | 6 | -8 | 17
TRHR ag | 0.3 | -2.9 | 0.2 | 0.3 | 0.5 | 0.5 | -1.0 | 1.1
RXFP1 antag | 0 | -3 | -6 | -7 | 2 | -9 | 4 | -5
D1 potentiator | 4 | -4 | -5 | -11 | -1 | 4 | -4 | -2
D2 PAM | 12 | . | -6 | -9 | . | -19 | 3 | -14
D1 ag | 2 | 0 | 2 | 6 | 2 | 4 | 8 | -2
D1 antag | 13 | 1 | 3 | 10 | 0 | -17 | -12 | 2
TRHR enhancer | 0 | -7 | -3 | -9 | -7 | 3 | 9 | 6
D2 agonist | 0.0 | . | 0.8 | 1.3 | -0.1 | -0.3 | -0.5 | 1.6

9) CCOc1ccccc1NC(=O)c1cccn(Cc2ccccc2C)c1=O
10) Cc1ccccc1N1C(=O)CC(=O)NC1=O
11) COc1ccc(C=O)cc1
12) Cn1c(O)c(C=Nc2ccccc2-c2ccccc2)c(=O)n(C)c1=O
13) Cc1ccsc1C(=O)C1CCCN(Cc2c(C)nn(C(C)C)c2C)C1 (stereo unspecified)
14) CC(=O)OC1N=C(c2ccccc2Cl)c2cc(Br)ccc2N(C)C1=O (stereo unspecified)
15) COc1cccc(N2C(=O)NC(=O)/C(=C/c3ccc4c(c3)Cc3ccccc3-4)C2=O)c1
16) C=CCn1c(O)c(C(C)=NCCC(c2ccccc2)c2ccccc2)c(=O)[nH]c1=O
entry no. | 9 | 10 | 11 | 12 | 13 | 14 | 15 | 16
D2 antagonist | . | 12 | -7 | -15 | 57* | -15 | -14 | 7
TRHR ag | 0.0 | -0.1 | 0.3 | 0.0 | 1.1 | 0.0 | 0.1 | 0.4
RXFP1 antag | . | 1 | . | -29 | -2 | 1 | -12 | 16
D1 potentiator | 2 | -1 | -2 | -2 | 4 | -1 | -2 | 1
D2 PAM | 12 | -25 | 10 | 1 | -18 | 6 | . | -6
D1 ag | 7 | 1 | 0 | 1 | 7 | 2 | 0 | 5
D1 antag | 29 | 24 | . | -4 | -2 | 1 | 2 | 5
TRHR enhancer | -2 | 3 | 0 | -4 | -2 | 3 | -4 | -6
D2 agonist | 0.9 | -0.5 | 0.9 | -0.6 | -0.6 | 0.1 | 0.0 | -2.0

17) Cn1c(O)c(C=Nc2ccc3c(c2)CCC3)c(=O)n(C)c1=O
18) CCC(=Nc1ccccc1N)c1c(O)[nH]c(=O)[nH]c1=O
19) Cc1cccc2c1N(N=O)CCC2
20) CCn1c(O)c(C=Nc2ccc(S(N)(=O)=O)cc2)c(=O)[nH]c1=S
21) COC(=O)CN1C(=O)C2(C(C(=O)OC)=C(N)Oc3ccccc32)C2=C1CC(C)(C)CC2=O (stereo unspecified)
22) COc1ccc(-n2c(O)c(C=NCCCn3ccnc3)c(=O)[nH]c2=O)cc1
23) C=C[C@H]1CN2CC[C@H]1C[C@@H]2[C@@H](O)c1ccnc2ccccc12
24) O=C(Cn1c(=O)c(C(F)(F)F)nc2ccccc21)N1CCC2(CC1)OCCO2
entry no. | 17 | 18 | 19 | 20 | 21 | 22 | 23 | 24
D2 antagonist | . | -9 | -11 | -2 | -8 | 8 | 2 | -9
TRHR ag | -0.6 | 1.0 | -1.3 | 0.8 | 0.2 | 0.2 | -0.6 | 0.0
RXFP1 antag | 5 | 4 | -5 | 15 | -9 | -12 | . | 8
D1 potentiator | -2 | 2 | 0 | 7 | 4 | -11 | -7 | 1
D2 PAM | . | -10 | -6 | -2 | 1 | -2 | 5 | -9
D1 ag | 0 | 4 | 2 | 2 | 0 | 0 | -1 | 2
D1 antag | -6 | -3 | 3 | -1 | -4 | -24 | -8 | 8
TRHR enhancer | -1 | -2 | -4 | 4 | 13 | -6 | 0 | -1
D2 agonist | . | 1.5 | -1.3 | 2.0 | -0.4 | -0.1 | 1.6 | 0.4

25) CCN(CC)c1ccc(CN2CC=C(c3ccc(F)cc3)CC2)cc1
26) Cc1ccc(C2CC(=O)C(C=NCCN3CCN(C(=O)Cc4ccccc4)CC3)=C(O)C2)cc1 (stereo unspecified)
27) CC(=O)c1cc(C#N)c(N2CCN(C)CC2)nc1C
28) O=C(Cc1ccccc1)OCn1nnc2ccccc2c1=O
29) COC(=O)C1=C(c2ccc(C(C)=O)cc2)C[C@@H]2CC[C@H]1N2C(=O)N1CCC(O)CC1
30) CCCNC(=O)N1[C@H]2CC[C@@H]1C(C(=O)OC)=C(c1cccc(Cl)c1)C2
31) O=S(=O)(c1ccc(Cl)cc1Cl)N1CCCC1c1cccnc1 (stereo unspecified)
32) Cc1cccc(NP(=O)(Oc2ccccc2)Oc2ccccc2)c1C
entry no. | 25 | 26 | 27 | 28 | 29 | 30 | 31 | 32
D2 antagonist | 41* | -16 | . | -4 | 0 | 11 | 15 | .
TRHR ag | -0.2 | 1.7 | 0.2 | -0.2 | 0.0 | -0.3 | -0.4 | 1.9
RXFP1 antag | ? | -2 | -8 | -3 | . | . | 2 | -64*
D1 potentiator | -18 | -4 | 0 | -5 | 0 | -6 | 0 | -7
D2 PAM | -24 | 4 | . | -3 | 6 | -12 | 6 | .
D1 ag | 5 | 8 | 1 | 0 | 0 | -1 | 4 | 0
D1 antag | 7 | 3 | -8 | -15 | -13 | . | 5 | -2
TRHR enhancer | -6 | -10 | 2 | 20 | -7 | -12 | -1 | -7
D2 agonist | 0.0 | -0.5 | . | -0.3 | -0.1 | -1.0 | -0.2 | .

33) Cc1ccc(-n2nc(C)c3c2NC(=O)CSC3c2ccc3c(c2)OCO3)cc1 (stereo unspecified)
34) C=CCN1C(=O)NC(=O)/C(=C/c2ccc(OC)c(COc3ccc(NC(C)=O)cc3)c2)C1=O
35) O=C1C2CCCC1C(N1CCCC1)CC2 (stereo unspecified)
36) CCN(CC)C(=O)c1ccc(NC(=O)COc2ccccc2F)cc1
37) CCOc1ccc(-n2c(O)c(C=NCCN(CC)CC)c(=O)[nH]c2=O)cc1
38) CCN1C(=O)NC(=O)/C(=C\c2cn(CC(=O)N3CCCCC3)c3ccccc23)C1=O
39) C[N+]1(C)[C@@H]2CC[C@H]1CC(OC(=O)C(c1ccccc1)c1ccccc1)C2 (stereo partly specified)
40) O=C(CSC1c2ccccc2-c2ccccc21)N/N=C/c1ccccc1O
entry no. | 33 | 34 | 35 | 36 | 37 | 38 | 39 | 40
D2 antagonist | -2 | . | -4 | -11 | -12 | -31 | 9 | -13
TRHR ag | 0.4 | -0.4 | 0.1 | 0.0 | 1.6 | 0.7 | 0.0 | 1.0
RXFP1 antag | -8 | -14 | 11 | -21 | -3 | -14 | -4 | -11
D1 potentiator | -6 | 4 | 6 | -4 | 2 | -1 | 1 | -3
D2 PAM | 6 | . | 22 | -9 | 10 | -1 | 6 | -4
D1 ag | 2 | 1 | 4 | 11 | 3 | 4 | 4 | 2
D1 antag | -2 | 2 | 6 | -15 | 1 | 3 | 13 | -2
TRHR enhancer | 2 | 16 | -3 | -3 | -8 | 6 | -1 | -6
D2 agonist | 0.6 | . | 0.6 | -0.2 | 0.6 | 0.3 | 0.4 | -0.7

41) CN1CCN(c2cc(N3CCNCC3)ccc2[N+](=O)[O-])CC1
42) CN1C(=O)C(=Cc2ccc(N3CCOCC3)o2)C(=O)N(C)C1=S
43) CN1C(=O)C(=Cc2ccccc2OCCOc2ccc([N+](=O)[O-])cc2)C(=O)N(C)C1=O
44) Cn1cc(C(=O)N2CCCCC2)c2ccccc21
45) CC(C)(C)c1ccc(O)c(N=Cc2c(O)ccc3ccccc23)c1
46) Cc1ccccc1-n1c(O)c(C=Nc2ccc3c(c2)OCO3)c(=O)[nH]c1=O
47) COc1cccc(-c2cc(C(F)(F)F)n3nc(C(=O)N4CCC5(CC4)OCCO5)cc3n2)c1
48) C[C@]12CCC3C(CCC4=C/C(=N/OCC(=O)NC(CCC(N)=O)C(=O)O)CC[C@@]43C)C1CCC2O (stereo partly specified)
entry no. | 41 | 42 | 43 | 44 | 45 | 46 | 47 | 48
D2 antagonist | -4 | -5 | -4 | -6 | -21 | -6 | -3 | -8
TRHR ag | 0.2 | 13 | -2.6 | 0.7 | 63* | -0.2 | 0.0 | 0.7
RXFP1 antag | -6 | -6 | -12 | 18 | -39 | 3 | 15 | 3
D1 potentiator | 0 | 0 | -10 | -3 | -6 | -10 | 2 | -7
D2 PAM | -10 | 2 | -3 | 6 | -2 | 1 | 15 | -2
D1 ag | 1 | 18 | 11 | 2 | 258* | 1 | 0 | 0
D1 antag | -10 | 6 | 9 | -30* | -13 | 5 | 19 | -3
TRHR enhancer | 0 | 7 | -1 | 2 | 1 | -5 | 1 | 11
D2 agonist | 1.4 | 9.0 | -0.5 | 0.0 | 20 | -2.0 | 1.0 | -0.9

49) CCOC(=O)c1c(C)n(Cc2ccccc2)c2ccc(OCC(O)CN3C(=O)CNC3=O)cc12 (stereo unspecified)
50) CCOc1ccc(C2CC(c3c(O)n(C)c(=O)n(C)c3=O)=NN2)cc1 (stereo unspecified)
51) CCOP(=O)(OCC)C(O)c1cccc([N+](=O)[O-])c1 (stereo unspecified)
52) CN1CCN(c2ccc(C(N)=O)cc2N)CC1
entry no. | 49 | 50 | 51 | 52
D2 antagonist | -13 | 8 | 12 | -3
TRHR ag | 0.4 | -0.7 | 0.2 | 2.2
RXFP1 antag | 3 | -5 | -9 | 0
D1 potentiator | -2 | 5 | -1 | -5
D2 PAM | -4 | -6 | 2 | 8
D1 ag | 2 | 3 | 6 | 2
D1 antag | 0 | 6 | -20 | -14
TRHR enhancer | 1 | -6 | 0 | 4
D2 agonist | -0.4 | 0.6 | -0.6 | 1.1

Full records, quoted from the list. Screens in order: D2 antagonist | TRHR ag | RXFP1 antag | D1 potentiator | D2 PAM | D1 ag | D1 antag | TRHR enhancer | D2 agonist
CCOc1ccc(C2CC(c3c(O)n(C)c(=O)n(C)c3=O)=NN2)cc1 (stereo unspecified) is listed with 8 | -0.7 | -5 | 5 | -6 | 3 | 6 | -6 | 0.6
CN1CCN(c2ccc(C(N)=O)cc2N)CC1 is listed with -3 | 2.2 | 0 | -5 | 8 | 2 | -14 | 4 | 1.1
CCOP(=O)(OCC)C(O)c1cccc([N+](=O)[O-])c1 (stereo unspecified) is listed with 12 | 0.2 | -9 | -1 | 2 | 6 | -20 | 0 | -0.6
